Screening data: PubChem BioAssay, several laboratories
14-3-3 Bad PPI – inhibitors of 14-3-3 zeta/Bad binding, primary screen, biochemical, TR-FRET, bovine 14-3-3 zeta; 14-3-3 protein zeta/delta (Bos taurus), P63103; TR-FRET 14-3-3zeta/Dy647-pBad peptide displacement, 1 h; inhibition, % at 21.7 µM; hit rate 0.71% among 220,000; AID 781, 2007;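 active = inhibition above about 70%, limit read from the data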;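 also: 0% = full 14-3-3 plus peptide FRET controls and 100% = background without 14-3-3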
Target sequence (P63103 whole entry, looked up): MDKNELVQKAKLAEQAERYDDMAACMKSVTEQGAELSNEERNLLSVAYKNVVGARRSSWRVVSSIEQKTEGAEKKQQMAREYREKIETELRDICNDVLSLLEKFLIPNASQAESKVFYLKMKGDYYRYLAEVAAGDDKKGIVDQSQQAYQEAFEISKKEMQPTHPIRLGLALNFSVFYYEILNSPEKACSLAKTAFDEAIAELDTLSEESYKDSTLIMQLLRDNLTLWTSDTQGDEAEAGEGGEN
eIF4E-4G inh – eIF4E–eIF4G protein interaction inhibitors, primary screen, biochemical, uHTS, TR-FRET, eIF4GI fragment. hit rate 0.37% among 220,000. Eukaryotic translation initiation factor 4E (Mus musculus) + Eukaryotic translation …. inhibition, % at 21.7 µM. TR-FRET eIF4E-eIF4GI(517-606) binding, 2 h;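 active = inhibition above about 30%, limit read from the data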;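 also: 0% = full FRET control wells and 100% = background wells lacking eIF4GI fragment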
Hck Nef HTS – inhibitors of Nef-activated human Hck kinase, primary screen, biochemical, Z-Lyte FRET, 384-well, Hck-YEEI. Tyrosine-protein kinase HCK (Homo sapiens), P08631. Recombinant Hck-YEEI plus Nef, Z-Lyte FRET kinase assay. inhibition, % at 20 µM. hit rate 0.68% among 220,000;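 active = Hck-Nef kinase inhibition above about 50%, limit read from the data; inactive = inhibition below that limit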;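 also: 0% = DMSO with Hck plus Nef and 100% = Hck alone without Nef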
Target sequence (P08631 whole entry, looked up): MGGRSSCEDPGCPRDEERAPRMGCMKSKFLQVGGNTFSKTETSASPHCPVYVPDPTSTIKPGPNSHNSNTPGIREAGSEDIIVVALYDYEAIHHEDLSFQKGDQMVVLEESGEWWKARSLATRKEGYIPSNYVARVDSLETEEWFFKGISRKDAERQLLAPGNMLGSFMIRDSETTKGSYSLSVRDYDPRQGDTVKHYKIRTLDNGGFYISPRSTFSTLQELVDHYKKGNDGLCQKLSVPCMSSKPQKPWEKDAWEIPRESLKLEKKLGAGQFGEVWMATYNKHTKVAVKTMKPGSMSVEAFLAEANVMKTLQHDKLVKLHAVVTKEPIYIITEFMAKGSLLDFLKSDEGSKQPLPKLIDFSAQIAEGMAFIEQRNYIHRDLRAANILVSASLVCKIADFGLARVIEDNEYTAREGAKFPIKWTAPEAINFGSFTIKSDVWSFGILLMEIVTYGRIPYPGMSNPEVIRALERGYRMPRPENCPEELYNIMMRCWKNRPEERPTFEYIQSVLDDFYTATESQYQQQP
EP2 modulator – EP2 receptor modulators, cAMP readout, primary screen, cell-based, HTRF cAMP, PGE2 stimulation | EP2-expressing cells, cAMP HTRF FRET, PGE2 co-stimulation | hit rate 0.83% among 260,000 | induction, % at 25 µM;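 active = compounds whose cAMP rise, as percent of the full-agonist control response, exceeds 60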;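 also: rat C6 glioma line stably carrying human EP2 under a CMV promoter; the protocol text gives 20 µM as final concentration; 100% = response of wells given 1 µM PGE2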
L929 necroptosis – inhibitors of zVAD-triggered necroptosis, primary screen, L929 cells; L929 zVAD necroptosis rescue, ATP luminescence, 24 h; with zVAD 60 µM; viability rescue, % at 10 µM; hit rate 0.38% among 220,000;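 active = activation, scaled between plate controls, above about 75%, limit read from the data; inactive = activation under that limit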;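 also: 0% = zVAD with DMSO and 100% = DMSO alone without zVAD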
Tb hexokinase – Trypanosoma brucei hexokinase 1 inhibitors, primary screen, biochemical, G6PDH-coupled NADH absorbance, MLSCN library. hexokinase 1 [Trypanosoma brucei]. recombinant TbHK1, G6PDH-coupled NADH A340. inhibition, % at 10 µM. hit rate 0.11% among 220,000;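 active = inhibition of 50% or more in the single-dose primary screen; inactive = inhibition below 50%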
Rad51 HR inh – human RAD51 strand exchange inhibitors, primary screen, biochemical, fluorescence; DNA repair protein RAD51 homolog 1 (Homo sapiens), Q06609; hRad51 DNA strand exchange, fluorescence dequenching; inhibition, % at 10 µM; hit rate 0.085% among 200,000; AID 1385, 2008;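 active = inhibition above 40% at the single screening dose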;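 also: 0% = DMSO control wells and 100% = blanks with heterologous ssDNA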
Target sequence (Q06609 whole entry, looked up): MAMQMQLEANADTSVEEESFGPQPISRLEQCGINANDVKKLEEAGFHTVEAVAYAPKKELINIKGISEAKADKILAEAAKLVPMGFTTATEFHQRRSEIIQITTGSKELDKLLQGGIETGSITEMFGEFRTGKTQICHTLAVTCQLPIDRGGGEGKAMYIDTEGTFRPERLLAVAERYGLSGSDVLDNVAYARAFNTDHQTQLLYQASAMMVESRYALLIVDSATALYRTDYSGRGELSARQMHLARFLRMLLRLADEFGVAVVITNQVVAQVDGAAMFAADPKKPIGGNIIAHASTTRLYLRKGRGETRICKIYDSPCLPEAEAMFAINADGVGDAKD
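material = hRad51 filaments on single-stranded DNA | reagent = Donor/quencher-labelled 47-bp dsDNA substrate | compound = 10 µM final, single point | schedule = strand-exchange reaction 15 min at room temperature | measured by = fluorescein emission 520 nm, excitation 485 nm | read-out basis = % inhibition versus plate control and blank means | benchmarks = plate controls and plate blanks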
m-calpain inh – inhibitors of pig calpain II, primary screen, biochemical, fluorogenic peptide substrate, 1536-well; purified calpain II, 30 min; inhibition, % at 16 µM; hit rate 0.37% among 220,000; AID 1236, 2008;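 active = inhibition above about 50%, limit read from the data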
PGE2 EP2 inh – human EP2 receptor antagonists, primary screen, TR-FRET cAMP, C6 glioma cells. Prostaglandin E2 receptor EP2 subtype (Homo sapiens), P43116. C6 glioma cells expressing human EP2; cells stimulated with saturating PGE2. inhibition, % at 25 µM. hit rate 0.52% among 260,000. AID 1422, 2008;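 active = percent inhibition above 40 after rounding to a whole number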;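 also: rat C6 glioma host cells with rolipram phosphodiesterase inhibitor present; the protocol text gives 20 µM as final concentration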
An asterisk follows results filed as active; i = inactive; . = no result given; & = joins results of further samples; [ ] = dose if it differs, or a comment. Not all compounds are listed; rates above refer to the full screens.

SMILES | 14-3-3 Bad PPI | eIF4E-4G inh | Hck Nef HTS | EP2 modulator | L929 necroptosis | Tb hexokinase | Rad51 HR inh | m-calpain inh | PGE2 EP2 inh
O=C(NC1(C(F)(F)F)N=C2SCCN2C1=O)C1CCCCC1 (stereo not given) | 3[fluorescence artefact?] | 2[fluorescence artefact?] | -1 | 27 | 1.1 | -2 | 1 | -29 | 14
C#CCn1c(=NC(=O)c2cccs2)sc2cccc(OCC)c21 | 8 | -3 | 3 | 30 | 1.5 | -3 | -3 | -21 | 13
COc1ccc(S(=O)(=O)NCC(c2cccnc2)N2CCN(c3ccccc3)CC2)cc1C (stereo not given) | 16 | -13 | 5 | 37 | 0.4 | -7 | . | -25 | .
COc1ccc(CCN2C(=O)C3CC(C)=C(C)CC3C2=O)cc1OC (stereo not given) | -2 | -2 | -8 | 1 | -0.1 | 49 | -3 | 0 | 9
COc1ccc(C2c3c(ncn(CCCO)c3=N)Oc3ccc4ccccc4c32)cc1 (stereo not given) | 2 | 5 | 10 | -35 | -2.3 | -4 | . | 18 | 6
Cc1cccc(NC(=O)c2cccc3c2C(=O)c2ccccc2-3)c1 | -3 | 1 | -2 | 30 | -0.3 | -8 | . | 16 | .
CCOc1ccc(N2C(=O)CC(N3CCC(O)(c4ccc(Br)cc4)CC3)C2=O)cc1 (stereo not given) | -10[fluorescence artefact?] | -15 | -1 | 22 | 0.8 | -7 | -4 | -17 | 15
O=C(Nc1ccc(C(=O)O)cc1)/C(=C\c1cccc([N+](=O)[O-])c1)NC(=O)c1ccc(Br)o1 | -10 | 1 | 27 | 7 | 0.9 | -10 | 6 | -20 | 12
COc1ccc(-c2cnnn2-c2ccc(NC(=O)c3ccc(S(=O)(=O)N4CCCCC4)cc3)cc2)cc1OC | -21 | -3 | 2 | 28 | 6.4 | 30 | 8 | -52 | 9
Brc1ccc(-c2c[n+]3c(n2-c2ccccc2)SCC3)cc1 | 4 | 2 | 16 | 34 | -0.4 | -6 | . | 15 | 11
Cc1nnc2n(c1=O)N=C(c1ccc(Cl)cc1)CS2 | -11[fluorescence artefact?] | 0 | 3 | -12&4 | 0.8 | 14 | 4 | -2 | 7&14
C(=C\c1nc(N2CCCCCC2)c2ccccc2n1)/c1ccccc1 | 1[fluorescence artefact?] | 5 | 1 | 22 | -0.1 | 3 | 2 | 6 | 8
COc1ccc(CCC(=O)N(C)CC(=O)Nc2cc(C)ccc2C)cc1 | -1 | 3 | -3 | 3 | 0.4 | 10 | -22 | -9 | 6
O=C(O)C1CCCN(S(=O)(=O)c2cccs2)C1 (stereo not given) | 0 | -1[fluorescence artefact?] | 4 | -8 | 0.6 | 5 | -10 | -1 | 7
COc1ccc(C2CC(=O)c3cnc(N4CCc5ccccc54)nc3C2)cc1OC (stereo not given) | 0 | -1 | -19 | 2 | 0.4 | 35 | -10 | -340 | 7
COc1ccc(C(=O)COC(=O)c2ccco2)cc1 | -1[fluorescence artefact?] | -12[fluorescence artefact?] | 0 | -2 | -0.6 | -2 | -7 | -31 | 9
Cc1ccccc1C(=O)N1CCN=C1SCc1ccc([N+](=O)[O-])cc1 | 2 | 4 | -1 | 15 | -0.1 | -11 | . | 25 | 5
CCOC(=O)C1CCCN(CC(O)COc2ccc(OC)cc2C(C)(C)C)C1 (stereo not given) | 28 | -1 | 0 | 11 | -0.4 | -6 | 5 | 19 | 2
CCCOC(=O)C(C)Sc1n[nH]c(=O)[nH]c1=O (stereo not given) | -5 | 3 | 2 | 2 | -0.2 | -5 | . | -5 | 7
O=C(NP(=O)(N1CCOCC1)N1CCOCC1)C1=C(N2CCOCC2)/C(=C\c2ccccc2)CC1 | -10 | -3 | 7 | 28 | 1.3 | -12 | -6 | i | 4
COc1ccccc1C(=O)C1CCCN(C(=O)CCn2cnnn2)C1 (stereo not given) | 6 | 2 | 26 | 2 | 0.1 | -10 | -3 | -1 | 6
COC(=O)C1(C(F)(F)F)N=C(N(C)C)OC(N(C)C)=N1 | 6[fluorescence artefact?] | 1 | 1 | 8 | 0.8 | -6 | -7 | 4 | 11
NC(=O)C1CCN(C(=O)c2ccc(CS(=O)(=O)c3c(Cl)cccc3Cl)o2)CC1 | 5 | 5 | 1 | 22 | 1.0 | -1 | -3 | -18 | 12
CC(C)n1c2ccccc2c2nnc(SCC(=O)OCN3C(=O)c4ccccc4C3=O)nc21 | 1 | 5 | 0 | 24 | 1.1 | -2 | -7 | -54 | 5
FC(F)(F)c1ccccc1/C=N/N1CCN(Cc2ccccc2)CC1 | -4 | 10[fluorescence artefact?] | 4 | 19 | 0.1 | -1 | 2 | 6 | 3
O=C1c2ccccc2C(=O)N1CCC(c1ccccc1)c1ccco1 (stereo not given) | 49 | -4 | -2 | 4 | 0.2 | -3 | -2 | 21 | 3
CC(=O)NC1=NN(C(C)=O)C(c2cccc([N+](=O)[O-])c2)S1 (stereo not given) | -6 | 1 | 4 | 18 | . | -8 | -16 | 12 | 10
Cc1ccc(O)c(N=CC2=C(O)c3ccccc3C2=O)c1 | 1[fluorescence artefact?] | -1 | 1 | 38 | 2.1 | -11 | -4 | -71 | 29
CC1CCCC(C)N1C(=O)CSc1nc(N)c(-c2ccccc2)c(=O)[nH]1 (stereo not given) | -7[fluorescence artefact?] | 4[fluorescence artefact?] | -2 | -45&10 | -0.2 | -5 | 3 | -3 | 10&-2
CCn1c(=O)cc(OCC(=O)NCCCN2CCN(c3cccc(Cl)c3)CC2)c2ccccc21 | 8 | 2 | 2 | -4 | 0.8 | -3 | -3 | -26 | 5
CCCCNC(=O)C1=C(N)C(C(=O)Nc2ccc(C)c(S(=O)(=O)N3CCCCC3)c2)SC1=Nc1ccc(C)cc1C (stereo not given) | 7 | 5[fluorescence artefact?] | 5 | 26 | -0.1 | -23 | . | -76 | .
CC1=C(C(=O)OCC2CCCO2)C(c2ccccc2)C2=C(CC(C)(C)CC2=O)N1 (stereo not given) | 29 | 2 | 44 | 16 | 0.7 | 0 | 7 | -202 | 8
Cc1ccc(/C(N)=N/OC(=O)/C=C/c2ccccc2)cc1 | 5 | 2 | 0 | 10 | 0.7 | 7 | 2 | 3 | 10
Cc1ccccc1CSCCC(=O)NCCc1ccccc1 | 42 | 4 | -12 | -46 | -0.1 | 0 | 17 | 6 | 4
CNC(=O)Nc1cc(C)nn1C | -23 | -1 | 22 | 18 | 1.4 | -4 | 13 | -2 | 7
O=[N+]([O-])c1c(NCCO)cc(Sc2nc3ccccc3s2)c2nonc12 | 1[fluorescence artefact?] | -10 | -1 | -29 | 2.7 | -9 | 2 | 12 | 4
CCNC(=O)n1nccc1C(C)Oc1ccc(Cl)cc1 (stereo not given) | 2 | 0 | 0 | -9 | 0.0 | 0 | -4 | -5 | 7
CCCNC(=O)Cc1ccsc1 | 10 | 6 | 0 | 24 | -0.1 | -5 | -6 | -7 | 7
COCCNC(=O)CSc1ccc(C)cc1 | 11 | 1 | -4 | 6 | -0.6 | -3 | -3 | -23 | 10
N#C/C(=C/c1ccc(-c2cc(C(=O)O)cc(C(=O)O)c2)o1)c1nc2ccccc2s1 | 28 | 2 | 28 | 16 | 0.0 | -4 | -234 | -23 | 13

Ordered by value in 14-3-3 Bad PPI (largest number first): some entries from above.
molecule	14-3-3 Bad PPI	eIF4E-4G inh	Hck Nef HTS	EP2 modulator	Tb hexokinase	Rad51 HR inh	m-calpain inh
N#C/C(=C/c1ccc(-c2cc(C(=O)O)cc(C(=O)O)c2)o1)c1nc2ccccc2s1	28	2	28	16	-4	-234	-23
COCCNC(=O)CSc1ccc(C)cc1	11	1	-4	6	-3	-3	-23
Cc1ccc(/C(N)=N/OC(=O)/C=C/c2ccccc2)cc1	5	2	0	10	7	2	3

Some entries already given, limited to Tb hexokinase, Hck Nef HTS and eIF4E-4G inh:
canonical_smiles,Tb hexokinase,Hck Nef HTS,eIF4E-4G inh
CCCCNC(=O)C1=C(N)C(C(=O)Nc2ccc(C)c(S(=O)(=O)N3CCCCC3)c2)SC1=Nc1ccc(C)cc1C (stereo not given),-23,5,5[fluorescence artefact?]
CC1=C(C(=O)OCC2CCCO2)C(c2ccccc2)C2=C(CC(C)(C)CC2=O)N1 (stereo not given),0,44,2

More entries.
SMILES | 14-3-3 Bad PPI | eIF4E-4G inh | Hck Nef HTS | EP2 modulator | L929 necroptosis | Tb hexokinase | Rad51 HR inh | m-calpain inh | PGE2 EP2 inh
C=CCn1c(SCc2cc(C(=O)OC)c(C)o2)nnc1-c1ccncc1 | 3[fluorescence artefact?] | -7[fluorescence artefact?] | 0 | 9 | -0.1 | -2 | -3 | -131 | 4
CCOc1cc(C(=O)Nc2ccc(S(=O)(=O)Nc3cc(C)on3)cc2)cc(OCC)c1OCC | 4 | -4[fluorescence artefact?] | 1 | 12 | 2.1 | -4 | . | -81 | .
Cn1c(=O)c2c(nc(CN3CCN(c4ccccc4)CC3)n2CCCc2ccccc2)n(C)c1=O | . | . | 5 | . | 0.1 | -12 | 4 | . | 6
Nc1cccc(-c2nnc3n2CCCCC3)c1 | -10 | 1 | 24 | 20 | 1.9 | -1 | 1 | -39 | 7
Cc1cc2oc(C(=O)Nc3ccc(S(=O)(=O)Nc4nccs4)cc3)cc(=O)c2cc1Cl | 34[fluorescence artefact?] | 2 | 9 | 7 | 1.7 | -14 | 8 | -54 | 7
CCn1c(SCc2nc3cc(OC)c(OC)cc3c(=O)[nH]2)nnc1-c1ccncc1 | -6 | 0[fluorescence artefact?] | -1 | 11 | 1.0 | -2 | -4 | -22 | 8
CCc1nnc(NC(=O)/C=C/c2ccc(C)o2)s1 | -5 | -2 | 3 | -21 | 0.9 | 1 | -8 | -12 | 8
Cc1c(-c2n[nH]c(=S)n2-c2ccc(Br)cc2)nnn1-c1ccc(Cl)cc1 | -12 | -2 | 20 | 28 | 1.7 | -4 | 22 | 3 | 6
O=C(CCCN1C(=O)/C(=C/c2cccs2)SC1=S)Nc1ccc(C(=O)O)cc1 | -4 | 1 | 19 | -79 | 0.2 | -7 | . | -21 | 12
COc1ccc(Cc2nnc(NC(=O)c3cc(OC)c(OC)c(OC)c3)s2)cc1OC | 8 | 2 | 24 | -2&7 | 3.7 | -7 | 5 | -7 | 13&9
CCCOc1ccc(CCC(=O)O)cc1 | -2 | 1 | 9 | 9 | -1.6 | 3 | -4 | 11 | 7
CCOC(=O)c1cnc2ncnn2c1N | 1 | 5 | 2 | -4 | 1.8 | -1 | -5 | 18 | 11
CS(=O)(=O)N(CC(=O)Nc1cccc(Cl)c1Cl)c1ccccc1 | -10 | 17 | 9 | -10 | 0.0 | -14 | 10 | 4 | 3
Cc1cccc(-n2c(N)cc(=O)nc2SCC(=O)Nc2ccccc2)c1 | 3 | 3 | 2 | -1 | -0.4 | -4 | 1 | 8 | 9
Cc1ccc(-c2csc(NC(=O)c3ccc(S(=O)(=O)N4CCc5ccccc54)cc3)n2)cc1 | -8 | -2 | -6 | -32 | . | -8 | . | -41 | 12
COc1ccc(-n2c(COc3ccc(Cl)cc3)nnc2SCc2ccc(C#N)cc2)cc1 | -7 | -4 | 1 | 53 | 1.4 | 7 | -11 | -2 | 5
